High-throughput results from PubChem BioAssay.
TDP1 block: inhibitors of human tyrosyl-DNA phosphodiesterase TDP1. Q9NUW8. recombinant TDP1, AlphaScreen DNA substrate cleavage. Potency, µM (series often up to 130 µM), inactives show at the highest dose activity change, negative = inhibition, usual class: inhibitors. hit rate 0.28% among 350,000. AID 485290; further: nearly all actives have a fitted effect of over 40% in size
Target sequence (Q9NUW8 whole entry, looked up): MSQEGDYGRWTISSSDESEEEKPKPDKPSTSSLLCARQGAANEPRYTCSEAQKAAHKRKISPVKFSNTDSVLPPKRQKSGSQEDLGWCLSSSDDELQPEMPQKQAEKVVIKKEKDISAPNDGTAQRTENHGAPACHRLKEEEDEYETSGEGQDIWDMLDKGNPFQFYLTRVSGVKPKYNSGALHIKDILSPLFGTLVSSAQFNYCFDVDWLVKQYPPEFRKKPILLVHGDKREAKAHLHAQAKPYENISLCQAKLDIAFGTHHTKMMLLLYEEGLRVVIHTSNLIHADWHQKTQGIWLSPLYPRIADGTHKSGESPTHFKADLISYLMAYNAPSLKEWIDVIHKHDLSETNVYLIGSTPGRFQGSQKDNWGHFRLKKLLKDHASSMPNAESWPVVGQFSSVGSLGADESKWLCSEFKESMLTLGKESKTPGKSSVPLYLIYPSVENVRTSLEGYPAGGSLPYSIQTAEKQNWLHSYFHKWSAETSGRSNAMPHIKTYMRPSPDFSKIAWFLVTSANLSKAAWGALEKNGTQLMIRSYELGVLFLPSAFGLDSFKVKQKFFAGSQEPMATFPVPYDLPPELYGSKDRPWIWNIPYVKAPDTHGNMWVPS
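Here, a 5' biotin and 3' phosphotyrosine-FITC DNA oligonucleotide reports Tdp1 activity: intact substrate bridges AlphaScreen beads, while cleavage leaves a 3' phosphate and drops signal. All incubations at room temperature.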
TDP1 cell CPT: DT40-hTDP1 cell growth loss with CPT | Potency, µM (highest dose often 46.2 µM), inactives show at the top dose activity change, negative = growth inhibition, actives largely listed as inhibitors | AID 686979 | hit rate 12% among 420,000 | chicken DT40 Tdp1-/-;hTDP1 cells + 20 nM CPT, ATP luminescence, 48 h; further: nearly all actives have a fitted effect of over 55% in size
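Chicken DT40 Tdp1-/- cells complemented with human TDP1, 400 cells/well, exposed to compounds plus 20 nM camptothecin for at least 48 h at 37 C; viability read as ATP content by CellTiter-Glo luminescence.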
TDP1 cell noCPT: qHTS for Inhibitors of human tyrosyl-DNA phosphodiesterase 1 (TDP1): qHTS in cells in absence of CPT; Potency, µM (titrated, usually from 46.2 µM), inactives show at the highest dose activity change, negative = growth inhibition, most hits filed as inhibitors; hit rate 15% among 420,000; DT40 Tdp1-/- hTDP1 cells, no CPT, ATP luminescence, 48 h; AID 686978, 2013; further: nearly all actives have a fitted effect of over 55% in size
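Luminescent ATP content (CellTiter-Glo) served as the growth readout. Knockout chicken DT40 cells expressing human TDP1 were exposed to compounds without camptothecin for a minimum 48 hr at 37 °C.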
* hit, by the source's call; ? = inconclusive; nt = not tested or not shown; [ ] = another dose, or the depositor's remark. The call rests on the fitted dose curve; in most records, active means well fitted curve in the direction sought with a large enough effect; inconclusive means small, poorly fitted or top-dose-only effect, or another doubt; inactive means no such curve, though single readings can be large; an effect the other way counts as inactive or inconclusive. On the % scale 0 is the no-effect control and ±100 the full control effect; potency means the concentration at half of the fitted maximal effect.

SMILES	TDP1 block	TDP1 cell CPT	TDP1 cell noCPT
CCN(CC)C(=O)C1CCN(S(=O)(=O)c2ccc3c(c2)CCCN3C(=O)C2CCC2)CC1	4%	7.3µM*	?
COc1ccc(/C(N)=N/OC(=O)Oc2ccccc2)cc1	2%	-2%	1%
CCOC(=O)c1nccnc1C(=O)Nc1ccc(C(F)(F)F)cc1	3%	4%	0%
CCOC1=C2[C@H](c3ccccc3Cl)N(S(=O)(=O)c3ccc(C)cc3)C[C@H]2C(C#N)(C#N)C(C#N)(C#N)C1	nt	4.6µM*	9.2µM*
Cc1noc(C)c1NC(=O)Nc1ccc2c(c1)C(=O)N([C@H](C)CO)C[C@H](C)[C@@H](CN(C)C(=O)Nc1ccc(C(F)(F)F)cc1)O2	1%	-9%	-4%
COCCCNC(=O)/C(=C\c1cccn1C)NC(=O)c1cccs1	0%	-7%	-11%
O=C(Nc1cc(Cl)ccc1Cl)C1CC(=O)N(c2ccccc2)C1 (stereo not given)	-7%	-4%	-7%
Cc1cc(C)c(S(=O)(=O)N2CCN(C(=O)c3cc4ccccc4o3)CC2)c(C)c1	-1%	?	?
S=C(NCc1ccccc1)N1CCN(C2CCCCC2)CC1	-2%	?	?
Nc1c(C(=O)O)nnn1Cc1ccccc1	2%	9%	5%
C[C@@H](CN1C2=NC[C@H](Cc3ccccc3)N2C[C@H]1Cc1ccc(O)cc1)NC(=O)CCC1CCCCC1	4%	7.3µM*	12µM*
O=C(c1ccc(Cl)c(F)c1F)N1CCOCC1	4%	3%	9%
CCCn1c(SCC(=O)NC)nc2sc3c(c2c1=O)CCC3	-8%	-4%	-14%
CCSc1nc2n(n1)C(c1ccc(C(=O)O)cc1)C(C(=O)Nc1ccccc1C)=C(C)N2 (stereo not given)	-4%	2%	-3%
COc1ccc(C2Nc3ccccc3C(=O)N2Cc2ccccc2)cc1OC (stereo not given)	nt	-24%	?
CCOc1ccccc1Nc1nc2ccccc2c2nncn12	-6%[12.3 µM]	-24%	?
NC(=O)CC(NC(=O)c1ccccc1)c1ccc(N2CCN(c3ccccn3)CC2)c([N+](=O)[O-])c1 (stereo not given)	nt	21µM*	21µM*
CCC1SC2=NC(C)=C(C(=O)OCCOC)C(c3ccc(C(=O)OC)cc3)N2C1=O (stereo not given)	-3%	-19%	-24%
COc1ccc(OC)c(/C=C(\C)C(=O)c2c(C)cc(C)[nH]c2=O)c1	nt	4%	-14%
O=C(c1ccc2[nH]c(=O)c(=O)[nH]c2c1)N1CCc2ccccc2C1	-15%	-1%	-5%

Complete entries from above.
CCOC1=C2[C@H](c3ccccc3Cl)N(S(=O)(=O)c3ccc(C)cc3)C[C@H]2C(C#N)(C#N)C(C#N)(C#N)C1 as listed: TDP1 block = nt; TDP1 cell CPT = 4.6µM*; TDP1 cell noCPT = 9.2µM*
CCOC(=O)c1nccnc1C(=O)Nc1ccc(C(F)(F)F)cc1 as listed: TDP1 block = 3%; TDP1 cell CPT = 4%; TDP1 cell noCPT = 0%

Next structures
SMILES	TDP1 block	TDP1 cell CPT	TDP1 cell noCPT
Cc1ccccc1NC(=O)C(=O)NCc1ccccn1	0%	-4%	20%
COc1ccc(-n2ncc3c2CC(C)(C)CC3NC(=O)C2CCN(C(C)=O)CC2)cc1 (stereo not given)	5%	-2%	26%
C[C@]12CS(=O)(=O)C[C@H]1SC(=S)N2c1ccccc1	nt	-7%	-2%
CCOc1ccc(NC(=O)CN(C)C(=O)c2cc(S(=O)(=O)N3CCCCCC3)ccc2OC)cc1OCC	nt	-3%	-6%
Nn1c(SCC(=O)Nc2ccc3c(c2)OCO3)nnc1-c1ccccc1	-1%	-9%	1%
Cc1ccc(C(=O)CSc2nnnn2-c2ccccc2)o1	-3%	12%	0%
Nc1c(C(=O)NCCN2CCOCC2)c2nc3ccccc3nc2n1-c1cccc(F)c1	1%	?	?
CC1(C)SC(C)(C)N(C=O)C1C(=O)O (stereo not given)	nt	-5%	3%
C#CCN(C[C@@H]1[C@@H](OC(=O)NC2CCCC2)[C@@H](OC(=O)NC2CCCC2)Cn2c(=O)ccc(=O)n21)S(=O)(=O)c1ccc(C)cc1	nt	2.6µM*	2.3µM*
CN(Cc1ccccn1)C(=O)c1ccc2nc(Cc3cccc(Cl)c3)oc2c1	1%	?	?
COC(=O)C(NC(=O)c1ccccc1)C(C)(C)SCc1ccccc1 (stereo not given)	nt	?	18µM*
CCOc1ccc(-n2cc(-c3ccccc3)c3c(NCc4ccccc4)ncnc32)cc1	13%	?	?
O=C(c1ccc(NS(=O)(=O)c2ccc(F)cc2)cc1)N1CCCCC1	-7%[0.505 µM]	-29%	?
COc1ccccc1CNc1cc(-c2ccc(C(=O)N(C)C)cc2)ncn1	nt	1%	-9%
O=C1C=C(c2ccc(Br)c3ccccc23)C[C@@H](c2ccc3c(c2)OCO3)C1	0%	?	?
O=C(N/C(=C\c1cccnc1)C(=O)N1CCC(O)CC1)c1ccccc1	8%	1%	-18%
Cc1cccc(NC(=O)CSc2nc3c([nH]c4ccccc43)c(=O)n2C)c1C	10%	?	?
OCCC1CN(CC2CC2)CCN1Cc1ccc(F)c(F)c1 (stereo not given)	0%	10%	-17%
CCOC(=O)c1ccc2c(c1)[nH]c(=S)n2CC	0%	-3%	?
O=C1Nc2ccccc2/C1=C/c1ccc([N+](=O)[O-])cc1	nt	-7%	11%
C=CCn1c(NCc2ccccc2OC)nc2ccccc21	nt	-26%	?
COc1ccc(OCCNC(=O)c2ccccc2Cl)cc1	nt	-17%	10%
CCOC(=O)N1CCN(C(=O)C[C@@H]2C[C@@]3(C(=O)OC)CC(C)(C)CC=C3N(Cc3ccco3)C2=O)CC1	nt	?	18µM*
O=C(O)c1cccc(-n2c(-c3cnccn3)n[nH]c2=S)c1	?	6%	5%
O=C(c1ccccc1)c1ccc(-n2cnnc2)c([N+](=O)[O-])c1	5%	?	?
O=C(CC(c1ccccc1)c1cc(Cl)ccc1O)N1CCOCC1 (stereo not given)	2%	-26%	?
O=C(Nc1ncc2c(n1)-c1ccccc1CC2)c1cccs1	3%	?	?
CCCN1C(=O)C(O)(CC(=O)c2cccc(OC)c2)c2ccccc21 (stereo not given)	9%	4.1µM*	3.3µM*
CCOC(=O)c1c(-c2ccccc2)oc2cc(Br)c(O)c(C=O)c12	nt	?	?
COc1ccc(N2CCN(C(=O)CCn3nnc4ccccc43)CC2)cc1	2%	-11%	-18%
CN(C)c1nc(-c2ccccc2C(F)(F)F)nc2ccccc12	nt	-12%	-14%
O=C1c2ccccc2NC(c2ccccc2O)N1c1ccc(F)cc1 (stereo not given)	nt	5%	-3%
CCc1ccc(/C=N/n2c(C3CCCCC3)n[nH]c2=S)cc1	nt	?	?
COc1ccc(Cl)cc1NC(=O)c1oc2ccc(S(=O)(=O)N3CCCCC3)cc2c1C	3%	12%	-1%
Cc1ccc(-c2nc(-c3ccncc3)no2)cc1	nt	0%	-20%
O=C(CNS(=O)(=O)c1cccc2nsnc12)NCCc1ccccc1	2%	-1%	1%
CC(=O)NC(CCS(C)(=O)=O)C(=O)Nc1ccccc1C (stereo not given)	3%	-3%	-4%
O=C1OCC/C1=C\c1ccc2c(c1)OCO2	-5%	9%	-25%
Cc1ccc(NC(=O)Cn2c(=O)n(CCCCC(=O)NCCc3ccccc3)c(=O)c3ccccc32)cc1	2%	-20%	-17%
COc1ccc(N2CCN(C(=O)c3cn(C4CCCCC4)c(=O)c4c3c3ccccc3n4C)CC2)cc1	0%[12.3 µM]	23µM*	21µM*
Cc1nc2ccc(Br)cn2c1C(=O)N/N=C\c1ccccc1Cl	nt	?	?
CC1(C)CC2CC(C)(CN2C(=O)CN2C(=O)c3ccccc3C2=O)C1 (stereo not given)	9%	-1%	-2%
Cc1cc(NCc2ccccn2)n2ncc(-c3ccc(Cl)cc3)c2n1	8%	0.58µM*	0.82µM*
COc1cc(C(=O)Nc2ccc(C(=O)c3ccncc3)cc2)cc(OC)c1OC	nt	15µM*	23µM*
Cc1oc(-c2ccccc2NC(=O)c2cccnc2)nc1CNC(=O)c1ccc(N(C)C)cc1	nt	1%	-16%
Cn1ccc2c(/C=C/c3ccc(F)cc3)cc3c(c21)C1CCC3O1 (stereo not given)	nt	26µM*	12µM*
CN(CC(=O)Nc1ccc(Cl)cc1)C(=O)c1ccc(S(=O)(=O)Nc2ccccc2)cc1	?	?	?
COc1ccc(N(CCC#N)C(=O)/C(C#N)=C/c2cccs2)cc1	3%	?	-18%
Cc1nc(SCC(=O)NCC2CCCO2)c2c(C)c(C)sc2n1 (stereo not given)	-6%	6%	-1%
O=C(c1ccc2c(c1)N(Cc1cccc(Cl)c1)C(=O)c1ccccc1S2)N1CCOCC1	8%	18µM*	?
OCCc1ccc(NCCc2cccs2)cc1	nt	-4%	-11%
Cc1onc(NC(=O)c2ccc(Cl)cc2Cl)c1Br	-6%	?	10µM*
COc1cccc(COC(=O)CCNC(=O)c2ccc(Cl)cc2)c1OC	4%	-8%	28%
CCCN1CCC(=NNc2ccc(S(=O)(=O)N3CCOCC3)cc2[N+](=O)[O-])CC1	8%	2.6µM*	2.6µM*
Cc1ccc(N2C(=O)N(CC(=O)NC(c3ccccc3)c3ccccc3)C(=O)C2C)cc1 (stereo not given)	0%	?	?
CC(C)(Oc1ccc(Cl)cc1)C(=O)Nc1ccc2oc(-c3ccncc3)nc2c1	9%	-1%	-20%
O=C(Cc1cccc2ccccc12)NNC(=O)Nc1ccc(Cl)cc1	nt	?	?
O=C(NCCCn1ccnc1)C1CCN(S(=O)(=O)c2cc([N+](=O)[O-])ccc2Cl)CC1	0%	11%	-6%
C=CCn1c(SC(C)C(=O)c2c(N)n(C)c(=O)n(C)c2=O)nnc1-c1ccoc1C (stereo not given)	0%[56.1 µM]	0%	-24%
Cc1ccc(C23CC4CC(CC(C(=O)NC(C)C(N)=O)(C4)C2)C3)cc1 (stereo not given)	1%	-19%	-30%

(further entries)
SMILES	TDP1 block	TDP1 cell CPT	TDP1 cell noCPT
O=C(CCN1C(=O)/C(=C/c2ccco2)SC1=S)Nc1ccc(O)cc1C(=O)O	nt	-7%	-9%
COc1ccc(C2CC(C(F)(F)F)n3nc(C(=O)NCc4cn(C)nc4C)c(Cl)c3N2)cc1 (stereo not given)	5%	13µM*	10µM*
CC(C)C(=O)Nc1ccc(N2CCN(C(=O)c3cccs3)CC2)cc1	9%	-14%	?
CCOC(=O)C1CCCN(C(=O)CSCc2ccccc2)C1 (stereo not given)	-1%	-4%	-5%
CCc1cccc(NS(=O)(=O)c2ccc3c(c2)n(C)c(=O)c(=O)n3C)c1	5%	?	?
C=CCNC(=O)N1CCc2[nH]c3ccc(F)cc3c2C1	nt	3%	3%
O=C(CSc1nnc(-c2cccs2)n1-c1ccccc1)N1CCCC1	-1%	-16%	?
Cc1cc(Nc2cccc(Cl)c2)nc(-c2ccccc2O)n1	nt	29µM*	?
CS(=O)(=O)N(CC(=O)NCC1CCCO1)c1ccc(F)c(Cl)c1 (stereo not given)	2%	-12%	-18%
Cc1ccc(/C=C/C(=O)O)cc1S(=O)(=O)NCC1CCCO1 (stereo not given)	-4%	5%	5%
Cc1cc(C)c(NC(=O)CNC(=O)c2ccccc2SCC(=O)N2CCCC2)c(C)c1	1%	1%	4%
Cc1cccc(N2C(=O)/C(=C/c3cccnc3)SC2=S)c1	nt	?	-27%
COc1ccc(/C(O)=C/C(=O)C(=O)NNC(=O)c2ccccc2)cc1	nt	-4%	-4%

Entries above that have fluorine (12):
SMILES	TDP1 block	TDP1 cell CPT	TDP1 cell noCPT
CCOC(=O)c1nccnc1C(=O)Nc1ccc(C(F)(F)F)cc1	3%	4%	0%
Cc1noc(C)c1NC(=O)Nc1ccc2c(c1)C(=O)N([C@H](C)CO)C[C@H](C)[C@@H](CN(C)C(=O)Nc1ccc(C(F)(F)F)cc1)O2	1%	-9%	-4%
O=C(c1ccc(Cl)c(F)c1F)N1CCOCC1	4%	3%	9%
Nc1c(C(=O)NCCN2CCOCC2)c2nc3ccccc3nc2n1-c1cccc(F)c1	1%	?	?
O=C(c1ccc(NS(=O)(=O)c2ccc(F)cc2)cc1)N1CCCCC1	-7%[0.505 µM]	-29%	?
OCCC1CN(CC2CC2)CCN1Cc1ccc(F)c(F)c1 (stereo not given)	0%	10%	-17%
CN(C)c1nc(-c2ccccc2C(F)(F)F)nc2ccccc12	nt	-12%	-14%
O=C1c2ccccc2NC(c2ccccc2O)N1c1ccc(F)cc1 (stereo not given)	nt	5%	-3%
Cn1ccc2c(/C=C/c3ccc(F)cc3)cc3c(c21)C1CCC3O1 (stereo not given)	nt	26µM*	12µM*
COc1ccc(C2CC(C(F)(F)F)n3nc(C(=O)NCc4cn(C)nc4C)c(Cl)c3N2)cc1 (stereo not given)	5%	13µM*	10µM*
C=CCNC(=O)N1CCc2[nH]c3ccc(F)cc3c2C1	nt	3%	3%
CS(=O)(=O)N(CC(=O)NCC1CCCO1)c1ccc(F)c(Cl)c1 (stereo not given)	2%	-12%	-18%
